KOR beta-arrestin-1 – KOR agonists, beta-arrestin recruitment, primary screen, cell-based, luminescence, uHTS (AID 1777) | Kappa-type opioid receptor (Homo sapiens) | KOR beta-arrestin recruitment, luminescence; higher % means a stronger effect | activation, % at 10 µM, or EC50 in µM where a hit was titrated | 280,000 compounds, 0.02% hits; in the data active means activation above about 50%, passing the limit was not always enough; further: a part of the inactive calls stands beside numbers as strong as those of hits
NOD1 NF-kB reporter – NOD1 signaling inhibitors, primary screen, cell-based, luminescence, uHTS (AID 1578). inhibition, % at 4 µM, or EC50 in µM where a hit was titrated. 290,000 compounds, 1% hits. NOD1-driven NF-kB luciferase reporter cells, luminescence; higher % means a stronger effect; in the data active means inhibition mostly above about 36%, no sharp cut-off; inactive means mostly below about 34%;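 further: HEK-293T reporter cells stimulated with the NOD1 agonist gamma-tri-DAP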
West Nile antiviral – West Nile virus antiviral activity, cell-based, CPE readout (AID 1621); CPE inhibition, % at 10 µM; hits with a dose series show IC50 in µM; West Nile virus-infected cells, CPE inhibition; higher % means a stronger effect; 290,000 compounds, 0.02% hits; in the data active means a potency from the dose series; inconclusive means CPE inhibition mostly from about 3.7% at the one dose, without a potency; inactive means the rest, 99 in 100 with CPE inhibition below about 2.2%; further: strong numbers were not always called active
NS5 inhibitors – Dengue-2 NS5 methyltransferase inhibitors, primary screen, biochemical, confirmation dose response (AID 588689); inhibition, % at 25 µM, or IC50 in µM where a hit was titrated; Genome polyprotein (Dengue virus type 2 (strain 16681-PDK53)); 340,000 compounds, 0.3% hits; Dengue-2 NS5 methyltransferase capping enzyme assay, biochemical; higher % means a stronger effect; in the data active means a potency from the dose series; inconclusive means inhibition above about 29% without an active follow-up result
GPR35 antagonists – GPR35 antagonists blocking zaprinast-driven arrestin recruitment, primary screen, imaging, U2OS, beta-arrestin-GFP, zaprinast agonist (AID 2058). G-protein coupled receptor 35 (Homo sapiens). U2OS GPR35 beta-arrestin-GFP translocation imaging, zaprinast antagonism; higher % means a stronger effect. one-dose inhibition, % at 10 µM; IC50 in µM for titrated hits. 290,000 compounds, 0.052% hits;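 active means inhibition of at least 50% with at least 30 cells and total cytoplasm GFP at most 10,000,000; inconclusive means under 30 cells or total GFP of 10,000,000 plus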
HIV peptide binding – inhibitors of HIV fusion peptide binding, primary screen, biochemical, uHTS, fluorescence dequenching (AID 1986); cell-free peptide binding, fluorescence dequenching, 30 min; higher % means a stronger effect; 290,000 compounds, 0.3% hits; inhibition, % at 20 µM, or IC50 in µM where a hit was titrated; in the data active means inhibition mostly above about 52%, no sharp cut-off; inactive means mostly below about 76%; further: some results filed as inactive read as strong as hits
GPR55 beta-arrestin – GPR55 agonists via beta-arrestin recruitment, primary screen, imaging, U2OS cells, beta-arrestin-GFP redistribution (AID 1961); one-dose activation, % at 10 µM; EC50 in µM for titrated hits; 290,000 compounds, 0.048% hits; U2OS GPR55 beta-arrestin-GFP redistribution imaging; higher % means a stronger effect;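 active means activation above 40% with more than 50 cells counted in the well; inconclusive means wells holding fewer than 50 cells, flagged as toxic or sparse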;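 further: U2OS osteosarcoma cells stably expressing GPR55 and beta-arrestin-GFP; plate controls were DMSO negative control for no effect and LPI positive control for full effect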
KOR beta-arrestin-2 – KOR antagonists, beta-arrestin recruitment, cell-based, luminescence, uHTS (AID 1778) | KOR beta-arrestin recruitment, luminescence, antagonist mode; higher % means a stronger effect | inhibition, % at 10 µM, or IC50 in µM where a hit was titrated | 290,000 compounds, 0.091% hits; in the data active means inhibition above about 50%; further: strong numbers were not always called active
GPR55 LPI antagonism – GPR55 antagonists blocking LPI-driven arrestin recruitment, primary screen, imaging, U2OS, beta-arrestin-GFP, LPI agonist (AID 2013) | G-protein coupled receptor 55 (Homo sapiens) | U2OS GPR55 beta-arrestin-GFP translocation imaging, LPI antagonism; higher % means a stronger effect | 290,000 compounds, 0.13% hits | one-dose inhibition, % at 10 µM; IC50 in µM for titrated hits;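 active means spots per cell inhibited over 60%, with over 100 cells counted and total cytoplasm intensity under 500,000; inconclusive means wells with under 100 cells, flagged as likely toxic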;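 further: U2OS cells stably carrying GPR55 and arrestin-GFP stimulated by 5 µM LPI near EC80; imaged beta-arrestin-GFP aggregate spots per cell after agonist stimulation; plate controls were LPI-stimulated DMSO wells for no effect and DMSO wells without LPI for full effect; some results filed as inactive read as strong as hits; confirmed hits need IC50 under 10 µM and bright autofluorescent wells are also inconclusive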
NS5 inhibitors pilot replicate – further read-out of NS5 inhibitors, marked with its call; inhibition, %; measured here: pilot screen replicate inhibition
The depositor's hits bear a star; ? = inconclusive; . = not tested or not shown; [ ] = dose if it differs, or a comment. A portion of the library; rates above refer to the full screens.

SMILES | KOR beta-arrestin-1 | NOD1 NF-kB reporter | West Nile antiviral | NS5 inhibitors | GPR35 antagonists | HIV peptide binding | GPR55 beta-arrestin | KOR beta-arrestin-2 | GPR55 LPI antagonism | others
O=C1NC(c2cccc([N+](=O)[O-])c2)Oc2ccccc21 (stereo unspecified) | -8.2% | -1% | -0.5% | 1% | 12% | 1.3% | 0.2% | 8% | -4%
O=C(CN1C(=O)c2ccccc2S1(=O)=O)NC1CC2CCC1C2 (stereo unspecified) | -1.4% | -16% | -0.1% | -2% | -1% | -2.0% | 0.3% | 26% | 3%
CCOC(=O)/C(C#N)=C/Nc1cc(F)ccc1C | . | -2% | 0.2% | 0% | 0% | -2.9% | -0.1% | 3% | -3%
Oc1ccc(Br)cc1-c1nc2cnccn2c1NC1CCCC1 | 1.2% | 29% | 2.2% | 6% | -3% | 1.7% | -0.1% | 9% | 35%
CC(C)C(=O)Nc1ccc(N2CCCC2)c(Cl)c1 | 0.7% | -60% | -0.8% | 11% | 7% | -0.5% | 0.6% | -22% | -6%
O=C1c2ccccc2CC1(Cc1ccccc1)Cc1ccccc1 | -4.6% | 2% | -0.6% | -1% | -14% | -1.7% | 0.9% | 19% | 26%
COc1ccc(C(C(=O)NC2CCCC2)N(C(=O)Cc2cccs2)C2CC2)cc1OC (stereo unspecified) | 2.2% | -34% | -1.4% | -4% | 11% | 0.6% | 0.0% | 0% | 2%
C#CCOc1ccc(C2C3=C(CC(C)(C)CC3=O)N(CC(=O)O)C3=C2C(=O)CC(C)(C)C3)cc1OC | 1.7% | -9% | -0.3% | 1% | -8% | -0.1% | 0.4% | 2% | -4%
Cc1cc(C)c(N2C(=O)C3C4CC(=O)C(c5ccccc54)C3C2=O)c(C)c1 (stereo unspecified) | 3.0% | 5% | 0.0% | -3% | 8% | 0.2% | -0.1% | -3% | 4%
COc1ccccc1-n1c(SCC(=O)N2CCc3ccccc32)nc2c(c1=O)SCC2 | 2.5% | -13% | 0.5% | -2% | -18% | -1.8% | 0.2% | -12% | -7%
Cc1c(C)c2ccc(OCC(=O)c3ccccc3)cc2oc1=O | -1.8% | -12% | -1.1% | -5% | -1% | 2.4% | 0.0% | -26% | -6%
O=C(NN1CCOCC1)c1cc(-c2ccncc2)nc2ccccc12 | -3.2% | -25% | 0.0% | -4% | 18% | -1.5% | 0.2% | -1% | -8%
Cc1cc(C(=O)N/N=C/c2cc(Cl)cc([N+](=O)[O-])c2O)c2ccccc2n1 | 2.2% | -8% | -1.4% | 5% | -10% | 31% | -0.3% | 10% | -11%
O=C1C2C3C=CC(CO)(O3)C2C(=O)N1c1ccc(-c2ccccc2)cc1 (stereo unspecified) | -4.1% | 36% | -1.2% | . | 6% | 2.4% | -0.3% | 42% | 11%
O=C(O)C1CCCN1C(=O)NC1CCCCC1 (stereo unspecified) | 2.7% | 48% | 0.0% | -4% | -6% | 0.6% | -0.2% | -48%[20 µM] | 45% | NS5 inhibitors pilot replicate=3.6
Cc1ccc(C)c(N(C(=O)c2snc(C(N)=O)c2N)C(C(=O)NCC2CCCO2)c2cccs2)c1 (stereo unspecified) | -4.1% | -5% | -0.9% | 5% | -3% | 0.9% | 0.2% | 12% | 0%
CCCSc1nc(C)cc(=O)[nH]1 | -0.8% | -8% | -0.1% | 5% | -14% | -1.8% | 0.1% | -2% | 7%
O=c1cc(-c2ccccc2)nc(N2CCN(Cc3ccc4c(c3)OCO4)CC2)[nH]1 | 4.7% | -29% | -0.6% | -5% | 0% | -2.9% | -0.1% | -4% | 11%
COc1ccccc1CCNC(=O)c1ccc(C)o1 | 1.8% | -17% | -0.4% | -7% | -3% | -1.5% | -0.1% | 39% | -4%
Cc1nc2ccccn2c1C(=O)/C=C/c1ccc(F)cc1 | 5.4% | . | 18% | -10% | 6% | -5.3% | -0.1% | -33% | -2%
CSC1=NC(=O)/C(=C\c2cccc3ccccc23)S1 | 14% | 11% | -0.3% | 8% | 7% | 35% | 0.2% | -61% | -2%
CCC(C)(C)n1nnnc1C(c1ccccc1F)N1CCN(C(=O)c2ccco2)CC1 (stereo unspecified) | -0.7% | -11% | 0.3% | 2% | 0% | 0.1% | 0.0% | -56% | -3%
COc1ccc(C(=O)NNC(=O)C(=O)NC(C)c2ccccc2)cc1OC (stereo unspecified) | 1.8% | -16% | 0.0% | -13% | -6% | -0.2% | -0.5% | 31% | 0%
O=C(Cn1nnc(-c2ccccc2Cl)n1)NCc1ccc2c(c1)OCO2 | -2.5% | -10% | 1.3% | -5% | 0% | 1.6% | 0.0% | 17% | -9%
O=C(/C=C/c1ccc([N+](=O)[O-])cc1)NC1CC2CCC1C2 (stereo unspecified) | -4.4% | -38% | -1.0% | -8% | -4% | 1.1% | 0.3% | 30% | -13%
O=S(=O)(c1ccc2oc(=S)[nH]c2c1)N1CCCCC1 | -1.2% | -7% | 1.4% | -6% | -1% | -2.0% | 0.2% | 15% | 5%
CC(=O)Nc1cc(-n2cnnn2)ccc1C | . | -24% | 0.0% | -7% | 10% | 0.4% | 0.3% | -22%[20 µM] | 2%
Cc1ccc2nc(-c3ccc(S(=O)(=O)N4CCOCC4)cc3)cn2c1 | 2.0% | -26% | -0.4% | . | -8% | 1.0% | 0.0% | 16% | -3%
Cn1nc(C(=O)N2CCOCC2)c([N+](=O)[O-])c1C(=O)N1CCOCC1 | -2.3% | -16% | -0.5% | 0% | 6% | -0.5% | -0.1% | 41% | 1%
O=C(NNC(=O)C1[C@H]2CCCC[C@@H]12)NC1CCCCC1 (stereo partly specified) | 2.1% | -11% | -0.1% | 0% | 13% | -2.1% | 0.1% | -26% | 4%

Sorted by number of heavy atoms (smallest number first): some entries from above
SMILES | KOR beta-arrestin-1 | NOD1 NF-kB reporter | West Nile antiviral | NS5 inhibitors | GPR35 antagonists | HIV peptide binding | GPR55 beta-arrestin | KOR beta-arrestin-2 | GPR55 LPI antagonism | others
CCCSc1nc(C)cc(=O)[nH]1 | -0.8% | -8% | -0.1% | 5% | -14% | -1.8% | 0.1% | -2% | 7%
O=C(/C=C/c1ccc([N+](=O)[O-])cc1)NC1CC2CCC1C2 (stereo unspecified) | -4.4% | -38% | -1.0% | -8% | -4% | 1.1% | 0.3% | 30% | -13%
O=C1c2ccccc2CC1(Cc1ccccc1)Cc1ccccc1 | -4.6% | 2% | -0.6% | -1% | -14% | -1.7% | 0.9% | 19% | 26%
Cn1nc(C(=O)N2CCOCC2)c([N+](=O)[O-])c1C(=O)N1CCOCC1 | -2.3% | -16% | -0.5% | 0% | 6% | -0.5% | -0.1% | 41% | 1%
O=C(Cn1nnc(-c2ccccc2Cl)n1)NCc1ccc2c(c1)OCO2 | -2.5% | -10% | 1.3% | -5% | 0% | 1.6% | 0.0% | 17% | -9%
CCC(C)(C)n1nnnc1C(c1ccccc1F)N1CCN(C(=O)c2ccco2)CC1 (stereo unspecified) | -0.7% | -11% | 0.3% | 2% | 0% | 0.1% | 0.0% | -56% | -3%

Next structures:
SMILES | KOR beta-arrestin-1 | NOD1 NF-kB reporter | West Nile antiviral | NS5 inhibitors | GPR35 antagonists | HIV peptide binding | GPR55 beta-arrestin | KOR beta-arrestin-2 | GPR55 LPI antagonism | others
COc1ccc(CCNC(=O)CSCc2ccc(F)cc2)cc1OC | -5.1% | -16% | 0.0% | 1% | 0% | 1.3% | 0.9% | -11% | -5%
CC[C@@]12C(=O)N(c3cccc(F)c3)C(=O)N1[C@H](c1ccc(F)cc1)[C@@H]1C(=O)N(C3CCCCC3)C(=O)[C@@H]12 | 2.7% | 20% | -0.8% | -6% | -1% | 0.8% | -0.1% | -33%[20 µM] | -14%
Cc1cc(=O)n2nc(N3CCC(C(=O)N4CCN(C)CC4)CC3)sc2n1 | 1.1% | -19% | 0.2% | 0% | 6% | -1.4% | -0.1% | 15% | -1%
COc1ccc(-n2nc(C(=O)NCC(=O)NC3CCCCCC3)c3ccccc3c2=O)c(OC)c1 | -1.0% | -14% | -0.2% | -8% | -1% | -0.1% | -0.2% | -17% | 10%
Cn1c(=O)c2c(O)cc(=O)n(-c3ccccc3)c2n(C)c1=O | 5.6% | -32% | . | 1% | 7% | 2.8% | 0.4% | -49% | 9%
N#Cc1cccc(C#N)c1NCC1CCCO1 (stereo unspecified) | 1.9% | -13% | 0.1% | 5% | -11% | 1.2% | 0.0% | -17% | -5%
CCOc1ccc(OCC)c(NC(=O)CN2CCN(c3cccc(C)c3)C(C)C2)c1 (stereo unspecified) | 0.3% | 30% | . | 10% | 7% | 0.9% | -0.2% | 18% | 6%
COc1ccc(CCNC(=O)C2CCN(C(=O)c3cccc(Cl)c3)CC2)cc1OC | -5.0% | -28% | -0.9% | -2% | 8% | -0.5% | -0.1% | -12%[20 µM] | -28%
COc1ccccc1CC(=O)Nc1ccc(S(=O)(=O)N2CCOCC2)cc1 | 4.3% | -14% | -0.4% | 3% | -5% | -0.5% | 0.3% | -24% | -8%
CC1CCCC(n2c(=S)[nH]c3ccccc3c2=O)C1C (stereo unspecified) | 6.3% | 31% | ? | -5% | -13% | -1.2% | -0.1% | -21% | 14%
C=CCNC(=O)c1cc(-c2ccccc2O)on1 | -0.5% | -29% | -0.3% | -7% | 18% | -1.5% | -0.2% | -33% | 2%
COc1ccc(N2CC(NC(=O)N3CCc4ccccc43)CC2=O)cc1OC (stereo unspecified) | -6.5% | -7% | -0.2% | -11% | 4% | 0.0% | -1.0% | -8% | 5%
CC1=NN(C(=O)c2ccc(Cn3cc([N+](=O)[O-])cn3)cc2)C(O)(C(F)(F)F)C1 (stereo unspecified) | 0.1% | -34% | -0.1% | -2% | 2% | 1.8% | -0.2% | -5% | 0%
Cc1cccc(C)c1N(CC(=O)N1CCCC1)S(C)(=O)=O | -1.0% | 1% | -0.5% | 9% | 17% | 3.0% | -0.1% | -2% | 3%
COc1cccc(C2=NN(C(=O)c3ccco3)C(O)(C(F)(F)F)C2)c1 (stereo unspecified) | . | -33% | -0.9% | 2% | -10% | -0.3% | 0.2% | -1%[20 µM] | 0%
CCOc1ccc(C(=O)N/N=C(\c2ccccc2)c2ccccn2)cc1 | -1.2% | 63% | ? | -5% | 24% | -1.2% | 0.0% | 41% | 8%

Bioassay records deposited in PubChem BioAssay by several laboratories.
